SIRT5 block: SIRT5 desuccinylase inhibitors, primary screen, biochemical, fluorescence imaging, single point, set 5; NAD-dependent protein deacylase sirtuin-5, mitochondrial (Homo sapiens), Q9NXA8; inhibition, % at 15 µM; 330,000 tested, 1.1% active; Purified SirT5, succinyl-peptide AMC, trypsin-coupled fluorescence; AID 652115, 2013; in the data active means inhibition above about 15%; inconclusive means no clear call, values can overlap the other calls
ERp5 block: inhibitors of ERp5-driven insulin aggregation, primary screen, biochemical, turbidity, absorbance 650 nm, single point; inhibition, % at 9.99 µM; 350,000 tested, 0.05% active; 90 min; Protein disulfide-isomerase A6 (Homo sapiens), Q15084; AID 651711, 2012;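 active means mean replicate inhibition above about 25%, with every replicate also reaching it, limit read from the data, passing the limit was not always enough; inconclusive means only one of those two criteria met; inactive means neither criterion met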
miR122 inh: miR-122 Renilla sensor signal increase in Huh7, primary screen, miR-122 inhibitor project, cell-based, single point, plate reader; Huh7 miR-122 Renilla luciferase sensor, 48 h; neutral wells = 0, positive control = 100; activation (reporter increase), % at 12.5 µM; 340,000 tested, 0.3% active; AID 602342, 2012;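 active means mean replicate activation score at least 90 and every replicate individually at or above 90; inconclusive means only one of the two criteria met; inactive means neither criterion met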;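 further: higher luciferase means less miR-122 activity so hits act as miR-122 inhibitors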
ERAP1 HTS inh: human ERAP1 aminopeptidase inhibitors, primary screen, biochemical, single point, plate reader; 340,000 tested, 0.15% active; inhibition, % at 10.7 µM; Endoplasmic reticulum aminopeptidase 1 (Homo sapiens), Q9NZ08; recombinant ERAP1, Leu-AMC fluorescence, 60 min;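 active means mean replicate inhibition of at least 30%, or all replicates individually reaching that 30% level; inactive means mean below 30% and not every replicate reaching it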;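 further: 0% = neutral control wells and 100% = L-leucinethiol positive control wells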
Target sequence (Q9NZ08 whole entry, looked up): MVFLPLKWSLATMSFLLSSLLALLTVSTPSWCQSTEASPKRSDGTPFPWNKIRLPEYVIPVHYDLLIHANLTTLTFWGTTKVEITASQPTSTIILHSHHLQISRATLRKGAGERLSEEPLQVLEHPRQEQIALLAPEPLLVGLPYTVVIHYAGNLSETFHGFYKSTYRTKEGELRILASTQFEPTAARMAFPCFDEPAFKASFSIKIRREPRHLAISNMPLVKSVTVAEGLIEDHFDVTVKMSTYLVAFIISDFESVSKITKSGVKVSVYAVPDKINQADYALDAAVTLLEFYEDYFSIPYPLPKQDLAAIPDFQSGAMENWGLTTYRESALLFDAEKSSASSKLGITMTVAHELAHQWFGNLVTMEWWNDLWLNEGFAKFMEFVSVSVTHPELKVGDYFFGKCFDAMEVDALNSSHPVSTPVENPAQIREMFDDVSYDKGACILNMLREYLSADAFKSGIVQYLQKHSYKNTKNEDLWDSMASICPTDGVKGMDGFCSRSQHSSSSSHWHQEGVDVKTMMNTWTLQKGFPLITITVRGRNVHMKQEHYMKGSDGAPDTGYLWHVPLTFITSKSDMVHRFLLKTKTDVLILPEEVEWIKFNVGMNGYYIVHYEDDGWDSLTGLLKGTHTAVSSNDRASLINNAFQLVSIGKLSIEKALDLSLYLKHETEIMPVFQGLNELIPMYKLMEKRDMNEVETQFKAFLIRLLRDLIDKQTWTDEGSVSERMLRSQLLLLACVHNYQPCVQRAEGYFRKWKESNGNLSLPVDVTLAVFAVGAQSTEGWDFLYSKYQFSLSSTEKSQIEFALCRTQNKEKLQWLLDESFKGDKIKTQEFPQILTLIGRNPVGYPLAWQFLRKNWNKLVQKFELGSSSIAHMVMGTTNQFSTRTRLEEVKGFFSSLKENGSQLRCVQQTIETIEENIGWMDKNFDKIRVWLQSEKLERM
F508del corr: F508del CFTR correction, initial screen, CFBE line, single point | AID 720511, 2013 | CFBE cells, YFP halide quenching; stimulated with forskolin plus potentiator P3; % fluorescence drop versus neutral controls | 350,000 tested, 0.36% active | activity (quench increase), % at 7.58 µM;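 active means mean added fluorescence quench of at least 8% versus neutral control, with both replicates also reaching 8%; inconclusive means only one of the mean or replicate conditions met; inactive means mean below 8% and not both replicates reaching 8%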;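 further: cells transiently co-express mutant CFTR-F508del with the halide-sensitive YFP; corrector assay measuring rescue of mutant channel to the surface after 24 h compound exposure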
CASP6 VEID inh: human caspase-6 inhibitors, primary screen, biochemical, VEID-R110 fluorescence, single point, set 2; P55212; purified caspase-6, Z-VEID-R110 cleavage fluorescence; inhibition, % at 12.5 µM; 350,000 tested, 0.53% active; AID 686996, 2013;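 active means mean inhibition across replicates at least about 35%, with every replicate also reaching that limit, limit read from the data; inconclusive means only one of the two criteria met; inactive means neither criterion met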;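 further: 0% = median of neutral control wells and 100% = no fluorescence left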
DENV2 CPE rescue: inhibitors of DENV2 cytopathic effect, primary screen, cell-based, plate reader, single concentration | DENV2-infected cells, cytopathic effect rescue | CPE inhibition, % at 9.99 µM | 350,000 tested, 1.7% active; in the data active means CPE inhibition above about 20%, passing the limit was not always enough; inconclusive means no clear call, values can overlap the other calls; tested in BHK-21 cells;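 further: 0% = median of neutral control wells and 100% = median of positive control wells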
Numbers without * were called inactive; u = inconclusive; x = no result given; [ ] = another dose, or the depositor's remark.

smiles | SIRT5 block | ERp5 block | miR122 inh | ERAP1 HTS inh | F508del corr | CASP6 VEID inh | DENV2 CPE rescue
O=C(C[C@@H]1C[C@H]2c3cc(NC(=O)CC4CC4)ccc3O[C@H]2[C@@H](CO)O1)NCc1cccc(F)c1 | 1 | -91 | -2[16.7 µM] | -4 | 4.2 | -2 | -1
O=C(C1CCOCC1)N1CC(=O)N2[C@H](C1)[C@H](c1ccc(C#Cc3cccc(F)c3)cc1)[C@@H]2CO | -3 | -1 | x | -2 | 3.1 | 1 | 10
O=C(c1ccccc1)N1CCN(C(=O)c2ccc3c(c2)OCO3)CC1 | -4 | 4 | -3 | -2 | 1.5 | -3 | -6
C[C@@H]1CCCCO[C@H](CN(C)Cc2ccc3c(c2)OCO3)[C@H](C)CN([C@H](C)CO)C(=O)c2cc(NC(=O)Nc3ccc4c(c3)OCO4)ccc2O1 | 14 | 0 | 0[16.7 µM] | -2 | -0.5 | -2 | -27
COc1ccc(CNC(=O)CCC(=O)Nc2nnc(C(C)C)s2)cc1 | -2 | x | x | -8 | 1.7 | -2 | u
C[C@@H]1CN([C@@H](C)CO)C(=O)Cc2cc(NC(=O)Nc3ccc(C(F)(F)F)cc3)ccc2O[C@@H]1CN(C)CC1CCCCC1 | -1 | -9 | -2[16.7 µM] | 1 | 5.8 | 3 | -1
CNC[C@H]1Oc2ccc(NS(=O)(=O)c3cn(C)cn3)cc2C(=O)N([C@@H](C)CO)C[C@@H]1C | -4 | -4 | 9[16.7 µM] | -1 | 0.9 | 2 | -7
CCN(CC(=O)Nc1c(F)cccc1F)C(=O)C1=COCCO1 | -4 | -5 | -8 | 0 | -2.4 | 2 | u
CC(=O)N(C)C[C@H]1Oc2cc(C#Cc3ccccc3F)ccc2S(=O)(=O)N([C@H](C)CO)C[C@@H]1C | 4 | -11 | 23[16.7 µM] | -2 | -2.5 | 2 | 6
O=C(NC1CCCC1)C(c1cccnc1)N(CCc1ccccc1)C(=O)c1ccco1 (stereo not given) | -6 | 6 | 34 | 1 | 2.5 | 5 | 0
N#C[C@@H]1[C@@H](c2ccccc2-c2ccccc2)[C@H](CO)N1C(=O)Cc1cccnc1 | 1 | 0 | x | -2 | -0.2 | -3 | 0
CCCCCN=C(N)N/N=C/c1c[nH]c2ccc(OC)cc12 | -1 | 1 | -25 | -7 | 2.1 | x | 4
CC(=O)Nc1ccc(NC(=O)CSc2nc3c(=O)n(C)c(=O)n(C)c3n2C)cc1 | -2 | 1 | x | 6 | -3.7 | 4 | -1
CCCCNC(=S)Nc1ccc2nc3n(c(=O)c2c1)CCCCC3 | 1 | 1 | -13 | 1 | 0.4 | -4 | u
Cc1ccsc1/C=N/NC(=O)C(N)=O | 2 | 0 | x | -1 | 1.4 | 1 | x
O=C(Nc1ccc2c(c1)N(S(=O)(=O)c1cccs1)CCC2)c1c(F)cccc1Cl | 3 | 1 | 33 | -4 | 0.4 | -4 | -7
COc1cc(OC)c2c(-c3cccc(-c4sccc4C(C)=O)c3)cc(=O)oc2c1 | 6 | 4 | 73 | x | 9.7* | 1 | -2
COc1cc(/C(C)=N/NC(=O)c2cccc(S(=O)(=O)N3CCCC3)c2)cc(OC)c1OC | 1 | 1 | -1 | 1 | 0.2 | -5 | -1
COc1ccc(CN(CCC(C)C)S(=O)(=O)c2ccccc2Br)cc1 | -5 | 2 | 11 | 2 | 3.7 | 2 | -7
C[C@@H]1CCCCO[C@@H](CN(C)Cc2ccc(C(=O)O)cc2)[C@H](C)CN([C@@H](C)CO)C(=O)c2cc(NS(=O)(=O)c3cn(C)cn3)ccc2O1 | x | x | 3[16.7 µM] | x | 1.3 | x | 9
CCCOc1ccc(NC(=O)CC2C(=O)Nc3ccccc3N2CC(=O)N2CCCC2)cc1 (stereo not given) | 3 | 0 | -8 | -4 | -4.9 | 2 | -6
O=C(Nc1cccc([N+](=O)[O-])c1)c1cccc(C(=O)Nc2cccc([N+](=O)[O-])c2)c1 | -4 | 1 | x | -1 | -1.8 | x | -1
CN1C[C@@H]2[C@H](c3ccccc31)[C@@H](CO)N2Cc1ccccc1Cl | 4 | 9 | -14[16.7 µM] | x | -0.6 | x | -8
C#CCOCCOCCOCCNc1nc(N2CCN(C(=O)[C@H](Cc3ccc(O)cc3)n3cc([C@@H](N)C(C)CC)nn3)CC2)nc(N2CCN(C(=O)[C@H](Cc3cc4ccccc4[nH]3)n3cc([C@@H](N)CC(C)C)nn3)CC2)n1 (stereo not given in full) | 1 | 1 | x | 15 | -1.9 | -16 | -10
COc1ccc2c3c([nH]c2c1)[C@@H](CO)N(C(=O)c1ccccn1)CC31CCN(C(=O)C2CCCC2)CC1 | 2 | 0 | x | 3 | -0.7 | 1 | 23*
O=C(Cn1cnc2cc([N+](=O)[O-])ccc2c1=O)Nc1ccc(Br)cc1 | 3 | -5 | 4 | 2 | -0.1 | -1 | -7
COc1cc(C(=O)Nc2sc3c(c2C(=O)O)CCC3)cc(OC)c1OC | -1 | -2 | x | 1 | -2.5 | 7 | -5
CCCCCOc1ccc(Br)cc1CSC(=N)N | -2 | 7 | x | -15 | 2.2 | 8 | -11
Cc1cccc(NC(=O)NCc2ccc3c(c2)cc(C)n3C)c1 | 2 | -2 | -11 | 0 | -0.1 | 1 | 9
CN(CCc1cn[nH]c1)Cc1nc(Cc2ccccc2)no1 | x | 0 | -1 | 0 | 3.2 | 1 | -2
COC(=O)c1cc(CNC(=O)CC(C)c2ccccc2)ccc1OC (stereo not given) | 7 | 4 | -7 | -3 | -3.1 | 0 | 5
COc1cc(NC(=O)Cn2nnc(-c3ccncc3)n2)cc(OC)c1 | 0 | 5 | x | 5 | -0.4 | -2 | 10
CCCNC(=O)N(C)C[C@H]1Oc2ncc(C3=CCCCC3)cc2C(=O)N([C@@H](C)CO)C[C@H]1C | 0 | -3 | -1[16.7 µM] | 1 | -1.6 | 1 | -7
C[C@H](CO)N1C[C@H](C)[C@H](CN(C)C(=O)c2ccccn2)Oc2ncc(-c3ccc(F)cc3)cc2C1=O | -4 | 0 | -2[16.7 µM] | 3 | 0.5 | -2 | 7
O=C(CN1CCN(Cc2ccccc2)CC1)NCc1ccccc1Cl | -2 | 3 | -3 | -3 | -1.6 | -1 | -1
Cc1ccsc1C(=O)Nc1ccccc1N1CCCC1 | 0 | -14 | 29 | -1 | 3.1 | -51 | -2
O=C(CCC(=O)Nc1nnc(C2CCCCC2)s1)Nc1ccc(F)cc1 | -2 | 6 | x | 0 | -2.0 | 1 | -2
CCCC#Cc1ccc2c(c1)O[C@H](CN(C)S(C)(=O)=O)[C@H](C)CN([C@H](C)CO)S2(=O)=O | -4 | -2 | 39[16.7 µM] | 3 | 2.0 | 2 | -9
C[n+]1ccccc1C1CCCC/C1=N\NC(N)=S (stereo not given) | -3 | 5 | -7 | 43* | 1.4 | -6 | -4
CCOc1ccc(-n2c(-c3ccc(Cl)cc3)c[n+]3c2SCC3)cc1 | -7 | -3 | x | 5 | 2.2 | -2 | 5
CCOc1ccc(CCNC(=O)C2CC(=O)N(Cc3ccc(C)cc3)C2)cc1OCC (stereo not given) | 0 | 2 | x | 2 | -1.7 | -50 | x
O=C(CSc1cn(CCNC(=O)c2ccccc2)c2ccccc12)NCC1CCCO1 (stereo not given) | 0 | -2 | x | 2 | -2.8 | -1 | 0
CCN(CC(=O)Nc1ccc([N+](=O)[O-])cc1OC)CC(=O)NC(C)(C)C | 2 | 6 | -9 | 4 | -1.1 | 6 | -12
Cc1cccc(CS(=O)(=O)c2ncc(Cl)c(C(=O)Nc3c(C)cccc3C)n2)c1 | -1 | 3 | x | -2 | 3.9 | 11 | -1
O=C(Nc1nc2ccccc2s1)c1ccc(F)cc1 | -2 | -1 | x | 2 | 3.0 | -3 | -1
COc1cccc(N2CCN(C(=O)CNC(=O)c3sc4ccccc4c3Cl)CC2)c1 | -4 | 3 | 3 | 0 | -6.0 | -2 | -7
O=C(O)c1ccc2cccnc2c1O | -4 | 1 | -4 | -4 | 5.3 | 4 | 17
Cc1c(-n2c(SCC(=O)NC(C)C)nc3ccccc3c2=O)c(=O)n(-c2ccccc2)n1C | x | 2 | x | -2 | 1.6 | -4 | 6
Cc1noc(C)c1S(=O)(=O)Nc1ccc2c(c1)C(=O)N([C@@H](C)CO)C[C@H](C)[C@@H](CN(C)S(=O)(=O)c1ccc(F)cc1)O2 | -5 | 7 | 2[16.7 µM] | -11 | -1.7 | 1 | 2
CCCC#Cc1ccc(CC[C@H]2O[C@H]3CC[C@@H](CO)O[C@H]3C[C@H]2NC(=O)c2cnccn2)cc1 | 1 | -5 | x | 0 | -1.5 | 3 | 5

Arranged by molar mass (falling): three of the compounds above.
smiles | SIRT5 block | ERp5 block | miR122 inh | ERAP1 HTS inh | F508del corr | CASP6 VEID inh | DENV2 CPE rescue
COc1cc(C(=O)Nc2sc3c(c2C(=O)O)CCC3)cc(OC)c1OC | -1 | -2 | x | 1 | -2.5 | 7 | -5
O=C(CN1CCN(Cc2ccccc2)CC1)NCc1ccccc1Cl | -2 | 3 | -3 | -3 | -1.6 | -1 | -1
CN(CCc1cn[nH]c1)Cc1nc(Cc2ccccc2)no1 | x | 0 | -1 | 0 | 3.2 | 1 | -2

The list goes on.
smiles | SIRT5 block | ERp5 block | miR122 inh | ERAP1 HTS inh | F508del corr | CASP6 VEID inh | DENV2 CPE rescue
C[C@H]1CN([C@@H](C)CO)C(=O)c2cccc(NC(=O)Nc3ccc(C(F)(F)F)cc3)c2O[C@@H]1CN(C)CC1CCCCC1 | 3 | -8 | u | 3 | 5.9 | -2 | 4
C[C@@H]1CN([C@H](C)CO)C(=O)c2cccc(NS(C)(=O)=O)c2O[C@@H]1CN(C)C(=O)Nc1cccc2ccccc12 | 9 | 4 | -2[16.7 µM] | -6 | 2.6 | 15 | 5
CCc1nnc(NC(=O)CC(=O)Nc2ccccc2C(=O)O)s1 | 6 | 4 | -5 | 2 | -0.8 | 11 | -1
C[C@H]1CN([C@@H](C)CO)S(=O)(=O)c2ccc(-c3cccc(F)c3)cc2O[C@@H]1CN(C)S(=O)(=O)c1ccc(F)cc1 | 18* | 3 | 6[16.7 µM] | 1 | 3.1 | -1 | 4
COc1ccc(CN(C)C[C@H]2Oc3ccc(NC(=O)CCC(F)(F)F)cc3C(=O)N([C@H](C)CO)C[C@H]2C)cc1 | -2 | 1 | 7[16.7 µM] | -1 | 0.9 | -3 | 2
CC(C)NC(=O)N(C)C[C@@H]1Oc2c(NS(=O)(=O)c3ccc(Cl)cc3)cccc2C(=O)N([C@@H](C)CO)C[C@H]1C | x | 2 | 16[16.7 µM] | -3 | -2.9 | -1 | -5
CO[C@@H]1CN(C)C(=O)c2ccc(NC(=O)C3CC3)cc2OC[C@@H](C)N(C(=O)c2cccnc2)C[C@@H]1C | -3 | -4 | x | 2 | -0.8 | 0 | -10
CC1(C)CC2(CCO1)C(Nc1ccccc1)=NC(=S)N2c1ccccc1 (stereo not given) | -3 | 10 | x | -2 | -1.9 | 5 | -1
CC(C)[C@H](NC(N)=O)C(=O)Nc1ccc(OCc2ccccc2)cc1 | -6 | 2 | x | 6 | 0.6 | 0 | -15
Cc1nnc(NC(=O)c2ccc3c(c2)C(=O)N(CC2CCCO2)C3=O)s1 (stereo not given) | -1 | 0 | 0 | 1 | -0.1 | 1 | 2
CC1(C(=O)Nc2ccc(Cl)c(Cl)c2)CCN1Cc1ccccc1OC(F)F (stereo not given) | 10 | 5 | -6 | -3 | 1.9 | -1 | -4
Cc1cc(=O)cc(C)n1-c1ccc(Br)cc1 | -4 | 0 | x | 9 | -2.1 | 0 | 5

Screening results as filed in PubChem BioAssay.
